Screening results deposited in PubChem BioAssay by Fisher Drug Discovery Resource Center.
hcGAS inh = human cGAS inhibition | actives 0.081% (n = 290,000) | Q8N884 | inhibition, % at 12.5 µM | recombinant h-cGAS, ATP depletion, Kinase-Glo luminescence | AID 1259398;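 also: 0% = vehicle reaction and 100% = reaction without DNA for no activity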
Target sequence (Q8N884 whole entry, looked up): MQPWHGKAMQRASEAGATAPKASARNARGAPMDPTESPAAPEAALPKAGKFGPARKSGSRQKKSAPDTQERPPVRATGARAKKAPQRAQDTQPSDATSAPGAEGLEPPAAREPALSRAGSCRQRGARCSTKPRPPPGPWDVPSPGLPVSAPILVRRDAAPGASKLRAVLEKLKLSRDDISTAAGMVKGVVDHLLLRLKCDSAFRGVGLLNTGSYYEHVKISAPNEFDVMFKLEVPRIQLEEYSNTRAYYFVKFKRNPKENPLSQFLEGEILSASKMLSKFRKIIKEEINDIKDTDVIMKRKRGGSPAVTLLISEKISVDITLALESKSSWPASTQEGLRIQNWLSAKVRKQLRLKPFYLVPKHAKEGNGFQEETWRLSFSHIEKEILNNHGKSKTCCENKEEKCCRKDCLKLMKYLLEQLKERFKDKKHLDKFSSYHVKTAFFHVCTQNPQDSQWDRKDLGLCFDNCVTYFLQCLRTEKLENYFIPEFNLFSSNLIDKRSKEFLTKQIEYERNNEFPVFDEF
mcGAS lum = blocks mouse cGAS activity; recombinant cGAS, Kinase-Glo ATP depletion luminescence; inhibition, % at 12.5 µM; actives 0.15% (n = 160,000); AID 1259399;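 also: 0% = negative control wells and 100% = reference inhibitor with no enzyme activity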
NPYLR7 ag = activates Aedes aegypti NPYLR7 receptor | HEK293T NPYLR7/Galpha15, GCaMP6s calcium fluorescence | activation, % at 10 µM | actives 0.15% (n = 270,000); in the data active = activation above about 40%;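 also: 0% = vehicle and 100% = reference agonist at the receptor; some compounds past the cut are filed as inactive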
* = called active by the depositor; x = not tested or not shown; & = joins results of further samples. Rule as the data show it, unless noted: active = inhibition above about 40%; inactive = the rest.

SMILES | hcGAS inh | mcGAS lum | NPYLR7 ag
Cc1nc(COc2cccc(C(=O)N3CCC(C(=O)NC(C)C(C)C)CC3)c2)cs1 (stereo unspecified) | -6 | -14 | 10
Cc1cc(C)c(OCC(=O)NC(C)(C#N)C2CC2)c(C)c1 (stereo unspecified) | 1 | x | -3
CCC(C)(C)c1ccc2c(C(=O)N3C[C@@H](N)C[C@H]3C(=O)NC)csc2c1 | -7 | x | 19
COCCCN(CC(=O)N1CCc2sccc2C1COc1ccc(F)cc1)C(=O)COC (stereo unspecified) | -4 | -5 | -3
Cn1c(SCC(=O)c2ccccc2)nnc1C1CCS(=O)(=O)C1 (stereo unspecified) | -9 | x | 9
COC(=O)c1ccc(NC(=O)NCc2sccc2C)cc1 | -6 | x | 7
CC(C)Cc1cc(C(=O)N2CCC3(CN(C)C(=O)O3)C2)on1 (stereo unspecified) | -4 | -16 | 8
CCOc1cc(/C=N\n2cnnc2)ccc1OS(=O)(=O)c1ccccc1 | -8 | x | 3
Cc1nn(C)c(C)c1-c1ccnc(N2CC=CC2)n1 | -4 | x | 1
Cc1ccc(C(=O)c2ccc(C(F)(F)F)cc2)cc1 | -1 | x | 18
CC=CCn1c(SCc2ccc(C)cc2)nc2c1c(=O)[nH]c(=O)n2C | -2 | x | 0
O=C(CN1CCCCCC1=O)N/N=C1/CCCOc2c1ccc(Cl)c2Cl | -10 | x | 7
Cc1ccc(C(=O)CSc2nc(=O)n(Cc3cccnc3)c3c2CCC3)cc1 | -6 | -10 | -1
COCC1CCCN(C(=O)c2cn(CCC3CCCCC3)nn2)C1 (stereo unspecified) | -11 | x | 18
Cc1cc(C)cc(COc2coc(CN3CCN(S(=O)(=O)c4c(F)c(F)c(F)c(F)c4F)CC3)cc2=O)c1 | 0 | -1 | 3
CCOC(=O)c1c(NC(=O)C(C)Oc2ccccc2)c(-c2ccc3c(c2)OCO3)cn1C (stereo unspecified) | -7 | -6 | 2
O=C(NCCn1nnc2ccccc21)c1cnn(Cc2ccccc2)c1 | 4 | x | 2
Cc1ccc(/C=C/C(=O)NCC2COc3ccccc3O2)cc1 (stereo unspecified) | -6 | x | -4
CCC(=O)NCCOc1ccc(-c2ccc(OC)cc2)nn1 | -6 | -4 | -8
Cc1ccc(S(=O)(=O)Nc2c(C)cccc2C(C)C)cc1 | -2 | x | 1
O=S(=O)(NCCCNc1cccnc1)NCc1ccccc1 | 0 | x | 6
CCOC(=O)c1nc2cc(Cl)c(Cl)cc2nc1N1CCCN(S(=O)(=O)c2cccc(F)c2)CC1 | -2 | -6 | 6
Clc1ccccc1Cn1ccnc1CNC1CCCCC1 | -1 | -3 | -5
Cn1cc(CCC(=O)N2CCCC(Nc3ccc(F)cc3)C2)cn1 (stereo unspecified) | -6 | x | 4
CN(C)S(=O)(=O)c1ccc(OCCNc2ccc(F)cc2)cc1 | 8 | x | 1
Cc1ccc2nsnc2c1N(S(C)(=O)=O)S(C)(=O)=O | -1 | x | 3
CCCCCC(=O)Nc1nnc(SCCCC(=O)OCC)s1 | -6 | -6 | -3
COc1cccc(OC(C)CNC(=O)N(C)C2CC2)c1 (stereo unspecified) | -7 | x | 5
Cc1nnc(C)n1NC1OC(=O)c2ccccc21 (stereo unspecified) | -4 | x | 0
COc1ccc(NC(=O)c2c([N+](=O)[O-])cnn2C)cc1 | -7 | x | -6
COc1cccc(C(C)OC(=O)C2CC3CCC2O3)c1 (stereo unspecified) | -9 | x | 0
O=C(c1cc2cc([N+](=O)[O-])ccc2oc1=O)N1CCN(c2ccccc2)CC1 | 0 | -1 | 0
O=C(NCC1CCCN(S(=O)(=O)c2ccc(-c3ccccc3)cc2)C1)c1ccco1 (stereo unspecified) | -5 | x | 4
Cc1ccc(CSC2=NN3CCS(=O)(=O)N=C3S2)cc1 | -7 | x | 5
Cc1nc(SCc2ccccc2F)[nH]c(=O)c1CC(=O)NC1CC1 | -8 | -11 | -7
C(=C\c1ccccc1)/CSc1n[nH]c(-c2cccnc2)n1 | -7 | -15 | 9
Cc1ccc(NC(=O)c2cn(C)c3c(=O)n(Cc4ccccc4)c(=O)[nH]c23)cc1 | -6 | x | 2
CC(C)CN1C(=O)NC(NC(=O)C2CCCCC2)(C(F)(F)F)C1=O (stereo unspecified) | -9 | x | 17
O=C(CSc1nnc(NC(=O)C2CCC2)s1)c1ccc(F)cc1 | -5 | -6 | -2
CC(NC(=O)N1CCN(S(=O)(=O)c2cccc(Cl)c2)CC1)c1ccc2c(c1)OCCO2 (stereo unspecified) | -1 | -7 | 14
Cc1ccc(N2CCn3c2nc2c3c(=O)n(CC(C)C)c(=O)n2C)c(C)c1 | -1 | x | 3
Cc1ccc(C(C)NC(=O)Cn2c(=O)c(Br)c(N)n(C)c2=O)cc1C (stereo unspecified) | -4 | -17 | -4
CCCCNC(=S)N(C)N=C1C(=O)Nc2ccc([N+](=O)[O-])cc21 | -7 | x | 8
CN(C(=O)C12CC3CC(CC(C3)C1)C2)C1CCS(=O)(=O)C1 (stereo unspecified) | -4 | x | -1
O=C(CN1CCCC1c1nnc2n1CCCCC2)NCC1CC1 (stereo unspecified) | -7 | -13 | -3
Cc1cc(C)n(-c2ccc(NC(=O)C3CCN(C(=O)c4cncs4)CC3)cc2)n1 | -3 | x | 0
Cc1cccc(C(=O)c2cn[nH]c2-c2cc(C)ccc2O)c1 | -5 | x | -11
COc1cccc(OC)c1C(=O)N1CCN(C(C(=O)NCc2ccccn2)C2CCCC2)CC1 (stereo unspecified) | 0 | -3 | -6
O=C(O)c1sccc1S(=O)(=O)N1CCOCC1 | -4 | x | 7
N#CC(NC(=O)c1noc2c1CCCC2)c1cccc(Cl)c1 (stereo unspecified) | -5 | x | 1
CN1C(=S)N(c2ccccc2)C(=O)/C1=C\c1ccc(OCC(=O)O)cc1 | -3 | 2 | 24
c1nc2c(c(NCCc3cn[nH]c3)n1)CCNC2 | 0 | -4 | -2
CC(=O)Nc1cccc(NC(=O)CSc2nc3[nH]ncc3c(=O)[nH]2)c1 | -5 | x | 3
O=C1CC(N(C(=O)c2ccc(-c3cccc(C(F)(F)F)c3)o2)C2CC2)C(=O)N1 (stereo unspecified) | -10 | x | -3
COc1ccc(C2OCC3(CO2)SC2=NCN(C)CN2C3=O)cc1OC (stereo unspecified) | -2 | -2 | -7
COc1ccc2c(c1)C1(SCCN1C(=O)NCc1cccc(C)c1)C(=O)N2Cc1cccc(C#N)c1 (stereo unspecified) | -2 | -5 | 9
Cc1cc(C)n(CC(=O)NCc2ccc3c(c2)OCO3)c(=O)c1C#N | -6 | -6 | -1
O=C(CCc1c[nH]c2ccccc12)NCc1ccccc1-n1cncn1 | -1 | x | 2
OC1C[C@H]2CC[C@@H](C1)N2c1nccc(CCC(F)(F)F)n1 (stereo partly specified) | -5 | -11 | 0
Cn1c(C(=O)N2CCCC(N)CC2)cc2cc(F)ccc21 (stereo unspecified) | -6 | -10 | 4

Taken from above.
Result of O=C(CN1CCCC1c1nnc2n1CCCCC2)NCC1CC1 (stereo unspecified) in hcGAS inh: -7
Result of CN(C)S(=O)(=O)c1ccc(OCCNc2ccc(F)cc2)cc1 in hcGAS inh: 8

(list continues)
SMILES | hcGAS inh | mcGAS lum | NPYLR7 ag
Cc1cccc(N2CCN(S(=O)(=O)c3ccccc3Cl)CC2)c1C | -1 | -6 | 2
OC(COCc1ccccc1)CN(Cc1ccccc1)Cc1ccco1 (stereo unspecified) | -4 | -6 | 35
Cc1cccn2c(NCc3ccccc3)c(-c3ccc(C(F)(F)F)cc3)nc12 | -6 | -8 | 5
CC(C)(C)Nc1c(CCc2ccccc2)nc2ccc(Br)cn12 | -3 | -6 | 23
O=c1[nH]c(CN2CCOCC2)nc2scc(-c3ccccc3F)c12 | -6 | -6 | 26
CCc1cc2c(=O)n(CC)c(=S)[nH]c2s1 | -2 | x | -2
CC(C)c1ccccc1NS(=O)(=O)c1ccccc1C#N | -2 | x | -6
COc1cccc(-c2cc(C(=O)NC(Cc3ccccc3)c3ccccc3)n(-c3ccccc3)n2)c1 (stereo unspecified) | -7 | -5 | 9
COc1ccc(CCC2CCN(S(=O)(=O)c3ccsc3C(=O)O)CC2)cc1 | -12 | x | 6
Cc1nc2n(n1)C(=O)C(C(c1ccco1)N1CCOCC1)S2 (stereo unspecified) | -2 | -7 | 0
c1ccc2cc(CN3CCCc4c3[nH]c3ccccc43)ccc2c1 | -1 | -2 | -1
Cc1ccccc1Cn1nc(C2CC2)c2cnn(-c3ccc(F)cc3)c2c1=O | -4 | x | 1
CN1C(=O)NC(c2ccccc2Cl)C2=C1CN(CC(=O)Nc1ccccc1F)C2=O (stereo unspecified) | -2 | -2 | 0
Cc1cccc(C)c1NC(=O)CC1CSc2ncc(C)c(=O)n21 (stereo unspecified) | 1 | x | 4
CS(=O)(=O)N1N=C(C2CC2)CC1c1cc2cc3c(cc2nc1Cl)OCO3 (stereo unspecified) | -2 | x | 1
CN(C1C2CC3CC(C2)CC1C3)S(=O)(=O)c1cccc(Cl)c1 (stereo unspecified) | -2 | x | 0
O=C(NCc1ccc(F)cc1)c1c(O)nc2sccn2c1=O | -9 | 2 | 9
Cc1ccc2c(c1)sc1ncc(NC(=O)c3ccccc3)c(=O)n12 | -11 | x | 7
O=C(NC1CC1c1ccccc1)N1CCCC1c1ccc2c(c1)OCCO2 (stereo unspecified) | -12 | -7 | 12
Cc1nnsc1CN(C)C(=O)c1cccc2c1OCC2 | -4 | 3 | -4

Part of the list above, reduced to NPYLR7 ag and mcGAS lum:
smiles	NPYLR7 ag	mcGAS lum
Cc1cccn2c(NCc3ccccc3)c(-c3ccc(C(F)(F)F)cc3)nc12	5	-8
CC(C)(C)Nc1c(CCc2ccccc2)nc2ccc(Br)cn12	23	-6
O=c1[nH]c(CN2CCOCC2)nc2scc(-c3ccccc3F)c12	26	-6
CCc1cc2c(=O)n(CC)c(=S)[nH]c2s1	-2	x

(listing goes on)
SMILES | hcGAS inh | mcGAS lum | NPYLR7 ag
COC(C)(C)CC(C)NC1CCN(C(=O)c2ccco2)CC1 (stereo unspecified) | -9 | -11 | 15
OC1CCCN(c2ccnc(NCCc3c[nH]c4ccccc34)n2)C1 (stereo unspecified) | -7 | -8 | 7
Cc1cc(Cl)ccc1C(=O)C1CCCN(Cc2c(C)nn(C(C)C)c2C)C1 (stereo unspecified) | -10 | -12 | 11
COc1cc(C)ccc1S(=O)(=O)NC(=O)C1(C)CCN1C(=O)CC1CCCCC1 (stereo unspecified) | -11 | x | -3
CCOC(=O)c1ccc(NC2=CC(=O)CC(c3ccc(Cl)cc3)C2)cc1 (stereo unspecified) | -2 | x | 8
COCCN(Cc1nccs1)C(=O)C1CC2(CCNCC2)CN1 (stereo unspecified) | -5 | x | 24
O=C(Nc1ccc(I)cc1)c1cc(-c2cccs2)nc2ccccc12 | -1 | x | -4
CCCSc1nnc(Cn2c(=O)sc3ccccc32)n1C | -2 | x | 8
CCc1nc2ccc(C(=O)NC(C)(C)C)cn2c1N(C)Cc1nccs1 | 3 | 1 | 22
CC(C)n1ncc2c1CCC(NC1CCc3c(cnn3C(C)C)C1)C2 (stereo unspecified) | -10&-18 | x | 4&8
CCOC(=O)CC1=NN(c2ccccc2)C(=O)/C1=C\c1ccc(OC)cc1OC | -5 | -5 | 9
Cc1ccc(OCCN2CCC2(C)C(=O)NCc2ccc3c(c2)OCO3)cc1 (stereo unspecified) | -5 | x | -3
CCN1CCCC1CNC(=O)CCC1CCN(Cc2cnc(SC)nc2)CC1 (stereo unspecified) | -7 | x | 16
CCCCN1C(=O)C(=Cc2cc(OC)c3c(c2)OCO3)SC1=S | -1 | -3 | 0
Cc1[nH]c2c(C(=O)NC3CCS(=O)(=O)c4ccccc43)cccc2c1C (stereo unspecified) | -6 | x | 1
Cn1cc(CN(C(=O)c2cnc(-c3ccccc3)nc2)C2CC2)cn1 | -2 | x | 9
COCCCNC(=O)C(NC(=O)c1ccccc1F)C1CCN(C(=O)c2ccccc2C)CC1 (stereo unspecified) | -3 | -6 | -2
CCn1c(C(=O)Nc2ccc3oc(=O)[nH]c3c2)cc2ccccc21 | -7 | -15 | 5
CC(=O)c1c(C)[nH]c(C(=O)C(C)Nc2ccccc2SCC(N)=O)c1C (stereo unspecified) | -6 | x | 3

2 entries from above, as a markdown table:
| Structure | hcGAS inh | mcGAS lum | NPYLR7 ag |
| --- | --- | --- | --- |
| Cc1cc(Cl)ccc1C(=O)C1CCCN(Cc2c(C)nn(C(C)C)c2C)C1 (stereo unspecified) | -10 | -12 | 11 |
| CCCCN1C(=O)C(=Cc2cc(OC)c3c(c2)OCO3)SC1=S | -1 | -3 | 0 |

Pulled by structure from the list above:
SMILES | hcGAS inh | mcGAS lum | NPYLR7 ag
N#CC(NC(=O)c1noc2c1CCCC2)c1cccc(Cl)c1 (stereo unspecified) | -5 | x | 1
CC(=O)c1c(C)[nH]c(C(=O)C(C)Nc2ccccc2SCC(N)=O)c1C (stereo unspecified) | -6 | x | 3
Cc1nn(C)c(C)c1-c1ccnc(N2CC=CC2)n1 | -4 | x | 1
Cc1cccc(C)c1NC(=O)CC1CSc2ncc(C)c(=O)n21 (stereo unspecified) | 1 | x | 4

Random draw from the library, and some 0.29% of all compounds hit somewhere here.
